Screening data from PubChem BioAssay.
BaF3 parental: parental Ba/F3 viability inhibition as JAK2V617F counter-screen. CellTiter-Glo ATP luminescence. inhibition, % at 5.6 µM. 220,000 compounds, 1.1% hits;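 active = inhibition above a per-campaign cutoff, the mean inhibition of all tested compounds plus 3 SD, cut at about 27% in these data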;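 also: 0% = DMSO wells and 100% = JAK Inhibitor I control wells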
NCF1 inh: p47phox (human) inhibition; P14598; p47phox/p22phox peptide binding, fluorescence polarization, 2 h; inhibition, % at 24.7 µM; 220,000 compounds, 0.53% hits; AID 1274;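 active = inhibition above about 30%, limit read from the data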;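 also: 0% = p47phox with labelled peptide and 100% = labelled peptide alone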
NPY Y1 blocker: antagonists of human neuropeptide Y receptor Y1. 200,000 compounds, 1% hits. inhibition, % at 3.6 µM. AID 1040. HEK293-CNG Y1 cells, membrane potential fluorescence; NPY at EC95, then isoproterenol;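 active = inhibition above the campaign mean inhibition of all tested compounds plus 3 SD, cut at about 20% in these data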;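 also: 0% = DMSO wells given NPY plus isoproterenol and 100% = isoproterenol alone without NPY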
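Material: HEK293 cells co-expressing NPY Y1 receptor and cyclic-nucleotide gated channel. Timing: compound incubation 1 h at room temperature, readout 45 min post-stimulation. Signal: fluorescence, membrane potential probe.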
CHOP inhibitor: blocks CHOP induction under ER stress. 220,000 compounds, 3.8% hits. CHO-K1 CHOP-promoter luciferase, tunicamycin-induced, 15-18 h. inhibition, % at 10 µM;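 active = compounds that reduced the stress-induced luciferase reporter signal by more than about 70% of percent inhibition, limit read from the data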;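 also: 0% = tunicamycin plus vehicle and 100% = wells without tunicamycin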
S1P4 ag: activates the human S1P4 receptor; O95977; S1P4-expressing cell line, agonist reporter assay; activation, % at 4.98 µM; 220,000 compounds, 0.35% hits; AID 1509; in the data active = activation above about 11%;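 also: 0% = DMSO vehicle and 100% = reference agonist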
Target sequence (O95977 whole entry, looked up): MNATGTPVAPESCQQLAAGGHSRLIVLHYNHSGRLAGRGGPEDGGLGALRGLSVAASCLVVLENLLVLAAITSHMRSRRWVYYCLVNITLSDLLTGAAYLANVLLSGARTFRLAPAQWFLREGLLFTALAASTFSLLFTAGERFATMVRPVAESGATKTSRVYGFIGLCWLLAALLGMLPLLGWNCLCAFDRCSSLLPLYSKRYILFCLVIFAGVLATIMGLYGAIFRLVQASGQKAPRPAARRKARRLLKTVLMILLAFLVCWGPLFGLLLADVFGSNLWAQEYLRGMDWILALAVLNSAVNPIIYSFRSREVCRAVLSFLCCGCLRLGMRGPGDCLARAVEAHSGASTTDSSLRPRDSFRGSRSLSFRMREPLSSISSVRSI
NPY2 pot ag: potentiates or activates human NPY-Y2 receptor | cells expressing NPY-Y2, potentiator/agonist read-out | activation, % at 3.6 µM | 220,000 compounds, 0.45% hits | AID 1359; in the data active = activation above about 27%;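 also: cells stimulated with NPY near EC25 plus isoproterenol at EC100; 0% = vehicle plus submaximal agonist and 100% = vehicle plus saturating agonist; some results beyond the cut were filed as inactive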
Target sequence (P49146 whole entry, looked up): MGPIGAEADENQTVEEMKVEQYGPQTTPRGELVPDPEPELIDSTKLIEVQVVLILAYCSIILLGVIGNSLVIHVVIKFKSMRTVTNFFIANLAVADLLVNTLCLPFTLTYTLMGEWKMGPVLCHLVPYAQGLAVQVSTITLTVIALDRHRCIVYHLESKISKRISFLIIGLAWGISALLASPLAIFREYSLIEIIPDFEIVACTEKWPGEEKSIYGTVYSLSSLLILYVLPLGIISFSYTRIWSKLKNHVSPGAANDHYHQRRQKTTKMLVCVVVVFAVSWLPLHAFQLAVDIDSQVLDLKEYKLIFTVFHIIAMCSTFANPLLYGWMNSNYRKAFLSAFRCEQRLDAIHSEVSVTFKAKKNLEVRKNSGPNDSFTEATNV
S1P4 antagonist: human S1P4 receptor antagonism; O95977; S1P4-expressing cells, antagonist mode, reporter read-out; 220,000 compounds, 0.26% hits; inhibition, % at 4.98 µM; in the data active = inhibition above about 29%;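 also: 0% = wells stimulated with agonist and 100% = vehicle wells without agonist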
Ba/F3 V617F tox: reduce viability of Ba/F3 cells dependent on JAK2V617F; 220,000 compounds, 1.1% hits; inhibition, % at 5.6 µM; Ba/F3 EpoR-JAK2V617F viability, ATP luminescence;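 active = inhibition above the campaign mean plus 3 SD over all tested compounds, cut at about 24% in these data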;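 also: cytokine-independent growth of Ba/F3 cells driven by EpoR plus mutant JAK2; 0% = DMSO-treated cells and 100% = JAK inhibitor I control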
NPY1 pot ag: potentiators or agonists of human neuropeptide Y receptor Y1. 220,000 compounds, 0.37% hits. AID 1304. NPY-Y1 expressing cells, potentiator/agonist activation. activation, % at 3.6 µM; in the data active = activation above about 33%, passing the limit was not always enough;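 also: cells stimulated with NPY at EC10 then isoproterenol at EC100; 0% = low agonist plus stimulus and 100% = saturating agonist plus stimulus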
The depositor's hits bear a star.

Screening Cc1cccnc1NC(=O)c1ccccc1-c1ccccc1C(=O)Nc1ncccc1C returned BaF3 parental 3, NCF1 inh -5, NPY Y1 blocker 4, CHOP inhibitor 4, S1P4 ag 1.9, NPY2 pot ag -10, S1P4 antagonist -13, Ba/F3 V617F tox -4 and NPY1 pot ag -14.
`Cc1cccc(OCCCC(=O)Nc2nc3ccccc3[nH]2)c1` gave BaF3 parental 3, NCF1 inh 3, NPY Y1 blocker 19, CHOP inhibitor 73*, S1P4 ag 0.9, NPY2 pot ag -23, S1P4 antagonist -8, Ba/F3 V617F tox 1 and NPY1 pot ag -21.
`Cc1oc2c(c1C(=O)NCc1ccccc1)CCCC2` gave BaF3 parental 2, NCF1 inh -9, NPY Y1 blocker 6, CHOP inhibitor -8, S1P4 ag 0.5, NPY2 pot ag -4, S1P4 antagonist -11, Ba/F3 V617F tox -4 and NPY1 pot ag 0.
Screening CCOc1cc(/C=C2/N=C(c3ccc(C(C)(C)C)cc3)OC2=O)cc(Cl)c1OS(C)(=O)=O returned BaF3 parental 6, NCF1 inh -13, NPY Y1 blocker -1, CHOP inhibitor -6, S1P4 ag 1.7, NPY2 pot ag -4, S1P4 antagonist 1, Ba/F3 V617F tox 4 and NPY1 pot ag 3.
Screening Cc1cccc2cc(CN(CCN3CCOCC3)C(=O)Nc3ccccc3F)c(=O)[nH]c12 returned BaF3 parental 0, NCF1 inh -14, NPY Y1 blocker 1, CHOP inhibitor 14, S1P4 ag -0.5, NPY2 pot ag -14, S1P4 antagonist -12, Ba/F3 V617F tox -4 and NPY1 pot ag -19.
`CCCn1ncc(OC)c(Cl)c1=O` gave BaF3 parental 7, NCF1 inh -19, NPY Y1 blocker 4, CHOP inhibitor 18, S1P4 ag 2.1, NPY2 pot ag 7, S1P4 antagonist 0, Ba/F3 V617F tox 0 and NPY1 pot ag 6.
CCOC(=O)N1CCN(C(=O)c2ccc(N(C)S(C)(=O)=O)cc2)CC1 was read as BaF3 parental 1, NCF1 inh 0, NPY Y1 blocker 2, CHOP inhibitor -5, S1P4 ag 1.9, NPY2 pot ag 5, S1P4 antagonist 2, Ba/F3 V617F tox -4 and NPY1 pot ag -2.
For Cc1nnc(C)n1/N=C/c1cccnc1 the results were BaF3 parental 8, NCF1 inh 0, NPY Y1 blocker -9, CHOP inhibitor 2, S1P4 ag -0.3, NPY2 pot ag 7, S1P4 antagonist 5, Ba/F3 V617F tox 0 and NPY1 pot ag 9.
COc1cc(Cl)c(S(=O)(=O)NCc2cccnc2)cc1Cl was read as BaF3 parental 1, NCF1 inh -10, NPY Y1 blocker -6, CHOP inhibitor 16, S1P4 ag 2.0, NPY2 pot ag 7, S1P4 antagonist 0, Ba/F3 V617F tox -4 and NPY1 pot ag 15.
`CC(=O)c1ccc(NC(=O)N[C@@H](CC(C)C)C(=O)O)cc1` gave BaF3 parental 6, NCF1 inh -14, NPY Y1 blocker 4, CHOP inhibitor 72*, S1P4 ag 0.6, NPY2 pot ag 4, S1P4 antagonist 0, Ba/F3 V617F tox 4 and NPY1 pot ag -7.
For COc1ccc(C(=O)Nc2nc3c(s2)CCCC3)cc1S(=O)(=O)N1CCCc2ccccc21 the results were BaF3 parental 8, NCF1 inh -32, NPY Y1 blocker -1, CHOP inhibitor 52, S1P4 ag 0.8, NPY2 pot ag -5, S1P4 antagonist -45, Ba/F3 V617F tox 3 and NPY1 pot ag -3.
COc1cccc(CC2(CO)CCCN(C/C=C/c3ccccc3OC)C2)c1 (centres undefined) was read as BaF3 parental 2, NCF1 inh -12, NPY Y1 blocker 4, CHOP inhibitor 22, S1P4 ag 0.7, NPY2 pot ag -22, S1P4 antagonist 2, Ba/F3 V617F tox 6 and NPY1 pot ag -30.
Screening CC(C)(C)n1ncc(Oc2ccc(Oc3cnn(C(C)(C)C)c(=O)c3Cl)cc2)c(Cl)c1=O returned BaF3 parental 2, NPY Y1 blocker 6, S1P4 ag -0.1, NPY2 pot ag 13, S1P4 antagonist 4, Ba/F3 V617F tox 2 and NPY1 pot ag 15.
Screening COc1ccc(NC(=S)N(Cc2cccnc2)Cc2ccco2)cc1 returned BaF3 parental -1, NCF1 inh -1, NPY Y1 blocker 1, CHOP inhibitor -11, S1P4 ag 0.1, NPY2 pot ag 14, S1P4 antagonist 0, Ba/F3 V617F tox -3 and NPY1 pot ag 8.
O=C1CC(/C=C/c2ccc([N+](=O)[O-])cc2)=Nc2ccccc2N1 was read as BaF3 parental 2, NCF1 inh 12, CHOP inhibitor -15, S1P4 ag 0.1, NPY2 pot ag 2, S1P4 antagonist 13, Ba/F3 V617F tox 0 and NPY1 pot ag 3.
`COc1cc(C2CC(=O)C=C(O)C2)cc(OC)c1OC` (centres undefined) gave BaF3 parental 2, NCF1 inh -6, NPY Y1 blocker 5, CHOP inhibitor 4, S1P4 ag -1.4, NPY2 pot ag 1, S1P4 antagonist -20, Ba/F3 V617F tox 0 and NPY1 pot ag -11.
For O=C(CSc1nc(O)cc(=O)[nH]1)N1c2ccccc2Sc2ccccc21 the results were BaF3 parental 11, NCF1 inh -24, NPY Y1 blocker -3, CHOP inhibitor 48, S1P4 ag -0.7, NPY2 pot ag -7, S1P4 antagonist 13, Ba/F3 V617F tox 0 and NPY1 pot ag 11.
Screening Cc1ccc(-c2csc(NC(=O)Cc3ccc(F)cc3)n2)o1 returned BaF3 parental 10, NCF1 inh -8, NPY Y1 blocker 8, CHOP inhibitor 19, S1P4 ag 2.0, NPY2 pot ag 1, S1P4 antagonist 13, Ba/F3 V617F tox -3 and NPY1 pot ag 12.
Screening O=C(O)c1ccc(COCC(F)(F)F)cc1 returned BaF3 parental 2, NCF1 inh 2, NPY Y1 blocker -3, CHOP inhibitor 22, S1P4 ag 0.2, NPY2 pot ag 10, S1P4 antagonist -13, Ba/F3 V617F tox 0 and NPY1 pot ag -1.
Screening CSc1nc(C)cc(Oc2ccccc2)n1 returned BaF3 parental 7, NCF1 inh -5, NPY Y1 blocker 6, CHOP inhibitor 37, S1P4 ag 0.2, NPY2 pot ag 12, S1P4 antagonist 5, Ba/F3 V617F tox 3 and NPY1 pot ag -7.
CCn1c(SCC(=O)N2CCN(c3ccc(F)cc3)CC2)nc2ccccc2c1=O was read as BaF3 parental 0, NCF1 inh 0, NPY Y1 blocker -7, CHOP inhibitor 69, S1P4 ag 1.0, NPY2 pot ag 3, S1P4 antagonist -11, Ba/F3 V617F tox 4 and NPY1 pot ag 0.
For CSc1ccccc1C(=O)C1CCCN(Cc2cnn(-c3ccccc3)c2)C1 (centres undefined) the results were BaF3 parental -2, NPY Y1 blocker 8, CHOP inhibitor 22, S1P4 ag -0.6, NPY2 pot ag -38, S1P4 antagonist -13, Ba/F3 V617F tox -3 and NPY1 pot ag -4.
`O=C(COC(=O)c1cccc(S(=O)(=O)N2CCc3ccccc32)c1)Nc1ncc(Cl)cc1Cl` gave BaF3 parental 2, NCF1 inh -2, NPY Y1 blocker 2, CHOP inhibitor 65, S1P4 ag 2.4, NPY2 pot ag 4, S1P4 antagonist -16, Ba/F3 V617F tox 1 and NPY1 pot ag -2.
`S=C1NC2=C(CCC/C2=C\c2ccc(Cl)cc2)C(c2ccc(Cl)cc2)N1` (centres undefined) gave BaF3 parental 9, NCF1 inh -12, CHOP inhibitor 24, S1P4 ag -0.1, NPY2 pot ag 12, S1P4 antagonist 2, Ba/F3 V617F tox -2 and NPY1 pot ag 24.
Screening CCOC(=O)c1ccc2[nH]c3c(c2c1)CCCCC3=O returned BaF3 parental -2, NCF1 inh -8, NPY Y1 blocker 4, CHOP inhibitor 23, S1P4 ag -0.5, NPY2 pot ag -11, S1P4 antagonist -18, Ba/F3 V617F tox 1 and NPY1 pot ag -10.
For N#CC1=C(N)N=C(SCc2cccc3ccccc23)C(C(N)=O)C12CCCCC2 (centres undefined) the results were BaF3 parental 2, NCF1 inh -5, NPY Y1 blocker -8, CHOP inhibitor 12, S1P4 ag -3.3, NPY2 pot ag -2, S1P4 antagonist 21, Ba/F3 V617F tox -3 and NPY1 pot ag 4.
For CC(=O)O[C@@H]1[C@H](OC(=O)CC(C)C)c2c(ccc3ccc(=O)oc23)OC1(C)C the results were BaF3 parental 3, NCF1 inh 4, NPY Y1 blocker 8, CHOP inhibitor 24, S1P4 ag 0.4, NPY2 pot ag 6, S1P4 antagonist 5, Ba/F3 V617F tox -3 and NPY1 pot ag -5.
O=C1CN(C(=O)CSc2nc(-c3ccccc3)cs2)c2ccccc2N1 was read as BaF3 parental 3, NCF1 inh -8, NPY Y1 blocker 0, CHOP inhibitor 1, S1P4 ag 1.3, NPY2 pot ag -8, S1P4 antagonist -12, Ba/F3 V617F tox 0 and NPY1 pot ag -2.
`COc1cccc(Oc2cnc(N)nc2-c2ccc(OC)cc2O)c1` gave BaF3 parental 62*, NCF1 inh -12, NPY Y1 blocker -2, S1P4 ag 3.7, NPY2 pot ag 4, S1P4 antagonist -27, Ba/F3 V617F tox 68* and NPY1 pot ag -13.
`Nc1scc(-c2ccncc2)c1Cl` gave BaF3 parental 2, NCF1 inh -5, NPY Y1 blocker 0, CHOP inhibitor -21, S1P4 ag 2.0, NPY2 pot ag 18, S1P4 antagonist -13, Ba/F3 V617F tox -4 and NPY1 pot ag 24.
For CCOc1nc2c(c(=O)n(C)c(=O)n2C)n1Cc1ccccc1Cl the results were BaF3 parental 4, NCF1 inh 4, NPY Y1 blocker 2, CHOP inhibitor 31, S1P4 ag -1.8, NPY2 pot ag -9, S1P4 antagonist 2, Ba/F3 V617F tox -2 and NPY1 pot ag 1.
`CCOC(=O)N1CCN(S(=O)(=O)c2ccc3c(c2)CCN3C(=O)C2CC2)CC1` gave BaF3 parental 6, NCF1 inh -8, NPY Y1 blocker 1, CHOP inhibitor 23, S1P4 ag 0.5, NPY2 pot ag 2, S1P4 antagonist -17, Ba/F3 V617F tox 0 and NPY1 pot ag -2.
`CC(C)Cc1cc(C(=O)O)c2ccccc2n1` gave BaF3 parental 2, NPY Y1 blocker -1, S1P4 ag 2.3, NPY2 pot ag -9, S1P4 antagonist -11, Ba/F3 V617F tox 0 and NPY1 pot ag 0.
`[O-]/[N+](=C/c1ccc(F)cc1)c1ccc(Cl)cc1` gave BaF3 parental 6, NCF1 inh -3, NPY Y1 blocker 1, CHOP inhibitor -18, S1P4 ag -2.1, NPY2 pot ag 13, S1P4 antagonist -9, Ba/F3 V617F tox -4 and NPY1 pot ag -22.
`Cc1cccc2sc(NC(=O)c3cccc(S(=O)(=O)N4CCc5ccccc54)c3)nc12` gave BaF3 parental 1, NCF1 inh -17, NPY Y1 blocker -4, CHOP inhibitor 61, S1P4 ag 0.9, NPY2 pot ag 11, S1P4 antagonist -13, Ba/F3 V617F tox 0 and NPY1 pot ag 3.
Screening Cc1nc(SCC(=O)NC2CCCCC2)[nH]c(=O)c1C returned BaF3 parental -6, NCF1 inh -5, CHOP inhibitor 24, S1P4 ag 1.9, NPY2 pot ag -8, S1P4 antagonist -4, Ba/F3 V617F tox 7 and NPY1 pot ag -16.
CCOC(=O)c1nnn(CC(=O)N2N=C(c3ccc(Cl)cc3)CC2c2ccc(OC)cc2)c1C(=O)OCC (centres undefined) was read as BaF3 parental 0, NCF1 inh -6, NPY Y1 blocker 0, CHOP inhibitor -48, S1P4 ag 0.2, NPY2 pot ag 10, S1P4 antagonist 7, Ba/F3 V617F tox -3 and NPY1 pot ag 20.

This is a random part of the collection (roughly 7.1% active in at least one column).
